# From PubChem BioAssay
# MITF inh – human MITF inhibition, primary screen; O75030; AlphaScreen MITF homodimerization, bead proximity signal; inhibition, % at 2.6 µM; hit rate 0.91% among 650,000; AID 1259374; in the data active = inhibition above about 50%;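 note: 0% = vehicle wells with protein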
# FBW7 act – activators of human E3 ligase FBW7; AlphaScreen FBW7–phospho-cyclin E peptide binding, activator screen; normalized activity (activation), % at 26.1 µM; hit rate 0.13% among 650,000; in the data active = normalized activity above about 1.9%;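 note: purified mutant Fbw7 with reduced substrate affinity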
# Target sequence (Q969H0 whole entry, looked up): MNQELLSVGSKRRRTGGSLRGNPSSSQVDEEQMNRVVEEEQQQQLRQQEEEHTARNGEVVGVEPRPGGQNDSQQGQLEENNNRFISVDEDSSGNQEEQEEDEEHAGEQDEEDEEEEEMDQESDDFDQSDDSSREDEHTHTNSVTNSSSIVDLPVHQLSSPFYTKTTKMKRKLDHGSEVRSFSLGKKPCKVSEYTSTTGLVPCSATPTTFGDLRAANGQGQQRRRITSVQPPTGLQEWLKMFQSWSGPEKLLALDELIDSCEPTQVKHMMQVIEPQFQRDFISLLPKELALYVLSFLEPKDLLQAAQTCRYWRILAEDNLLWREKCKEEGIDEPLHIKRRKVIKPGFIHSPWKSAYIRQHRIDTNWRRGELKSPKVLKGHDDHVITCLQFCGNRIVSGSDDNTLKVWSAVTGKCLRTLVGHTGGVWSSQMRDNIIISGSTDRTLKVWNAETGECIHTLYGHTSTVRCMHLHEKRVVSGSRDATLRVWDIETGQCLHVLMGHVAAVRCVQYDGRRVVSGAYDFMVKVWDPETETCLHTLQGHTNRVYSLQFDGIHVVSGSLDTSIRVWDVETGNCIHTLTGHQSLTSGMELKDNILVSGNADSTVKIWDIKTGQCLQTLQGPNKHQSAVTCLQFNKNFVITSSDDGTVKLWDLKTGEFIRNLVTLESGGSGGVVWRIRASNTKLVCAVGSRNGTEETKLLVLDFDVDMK
# TEAD-YAP inh – TEAD-YAP interaction inhibition | HEK-TIYL cells, TEAD-Gal4/YAP UAS-luciferase luminescence | inhibition, % at 9.12 µM | hit rate 1.4% among 640,000; in the data active = inhibition above about 32%;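 note: 0% = median of test compound wells and 100% = reference inhibitor wells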
# GPR151 ag – activates the human receptor GPR151. Q8TDV0. PathHunter beta-arrestin GPR151 cells, luminescence. activation, % at 11.2 µM. hit rate 1% among 650,000. AID 1508602; in the data active = activation above about 4.9%;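 note: 0% = median of compound wells and 100% = cells with positive control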
# * marks the source's active call; other numbers are inactive results. No enrichment for hits, and some 3.5% of all compounds hit somewhere here.
item | structure | FBW7 act | MITF inh | GPR151 ag | TEAD-YAP inh
1 | CN(C(=O)Cn1ncc2c(=O)oc3ccccc3c21)c1cccc(C(F)(F)F)c1 | 0.0 | 5 | 1.2 | 7
2 | CCC(C)n1c(=S)[nH]c2ccsc2c1=O (centres undefined) | 0.1 | 1 | -0.1 | 5
3 | COc1cc2[nH]c(=S)n(CCc3c[nH]c4ccccc34)c(=O)c2cc1OC | 0.0 | 0 | 0.1 | 26
4 | CCOC(=O)c1ccc(NCc2ccc([N+](=O)[O-])cc2)cc1 | -0.1 | -7 | -0.9 | -5
5 | Cc1c(C(=O)NNC(=O)c2ccc(Cl)c(Cl)c2)nnn1-c1nonc1N | 0.6 | 20 | 0.3 | 7
6 | O=C(O)C1CC=CCC1C(=O)Nc1cccc(Cl)c1Cl (centres undefined) | -0.1 | -12 | -0.1 | -24
7 | Nn1c(COc2ccccc2)nnc1SCC(=O)O | 0.2 | 3 | 0.1 | 4
8 | CC1CCc2nc(NC(=O)c3ccccc3S(C)(=O)=O)sc2C1 (centres undefined) | 0.0 | 3 | -0.5 | -1
9 | Cc1cccc(-c2nc(CCNC(=O)Cc3ccccc3)cs2)c1 | -0.1 | -2 | 5.8* | -1
10 | N#Cc1ccc(C(=O)Nc2cccc(Cl)c2)c(F)c1 | -0.1 | -1 | -0.9 | -18
11 | O=C(CCCCN1CCCCC1)Nc1nc(-c2ccccc2)cs1 | -0.1 | -1 | 1.7 | -38
12 | Cc1ccc(N2C(=O)NC(=O)/C(=C\c3ccc(C)s3)C2=O)cc1 | -0.2 | 3 | 1.0 | -15
13 | Nc1ncc(-c2ccncc2)nc1-c1ccc(N2CCOCC2)cc1 | 0.0 | 15 | -0.1 | -11
14 | O=C(C(Cl)c1ccccc1)N1CCCC1 (centres undefined) | 0.0 | 1 | 0.6 | 13
15 | CCOc1ccc(Cn2c(=O)oc3ccccc32)cc1 | 0.1 | 0 | 1.0 | -3
16 | CC(C)N(CCNC(=O)c1cccc(NC2CCN(Cc3ccccc3)CC2)n1)C(C)C | -0.2 | -2 | -0.3 | -3
17 | O=C(CSc1nnnn1Cc1ccccc1)NCC(=O)c1ccccc1 | 0.1 | 7 | 0.8 | -2
18 | CN(Cc1nc2ccc(F)cc2[nH]1)Cc1c(C(=O)N(C)C)nc2ccc(Cl)cn12 | 0.0 | 0 | -0.6 | -6
19 | NC(=S)NNC(=O)[C@@H]1CCCC[C@@H]1C(=O)O | 0.5 | 4 | -1.0 | 4
20 | CCN(Cc1ccccc1)C(=O)c1ccccc1[N+](=O)[O-] | 0.0 | 7 | -0.7 | 6
21 | c1ccc(Cn2ccnc2SCc2nnc(-c3ccccc3)o2)cc1 | 0.1 | 5 | 2.7 | -8
22 | Cc1cccc(N2C(=O)C(Cl)=C(NC3CCCCC3)C2=O)c1C | 0.6 | 13 | -0.2 | 9
23 | CCOC(=O)C1=C(C)NC(=S)NC1c1ccc(O)cc1 (centres undefined) | 0.0 | 9 | 1.0 | 8
24 | COc1ccc(N(CC(=O)Nc2cccnc2)S(=O)(=O)c2ccccc2)c(OC)c1 | -0.1 | 0 | 0.1 | 0
25 | O=C(Nc1nc2ccccc2[nH]1)C1CCCC1 | -0.1 | -3 | -5.8 | -55
26 | CCOC(=O)c1c(NC(=O)c2cccs2)sc(C(=O)N2CCOCC2)c1C | 1.4 | 0 | -1.1 | -4
27 | CC(C)(C)SCCNC(=O)/C=C/c1cccc([N+](=O)[O-])c1 | -0.1 | -14 | -0.1 | -18
28 | Cc1ccc2onc(CC(=O)Nc3cccc(C#N)c3)c2c1 | -0.1 | -1 | 0.8 | 2
29 | COc1ccc(-c2nc3cc(NC(=O)c4ccc(-c5cc(Cl)ccc5Cl)o4)ccc3o2)cc1 | -0.1 | -7 | 1.0 | 7
30 | CC1(C)CC(=O)C(Sc2ccc([N+](=O)[O-])cc2[N+](=O)[O-])=C(N2CCOCC2)C1 | 0.0 | 11 | 0.9 | -5
31 | CCCNC(=O)CCc1nnc2ccc(N3CCC(C)CC3)nn12 | -0.2 | 5 | 2.6 | -4
32 | Clc1ccc(-n2cc(-c3ccccc3)c3c(NCCC4=CCCCC4)ncnc32)cc1 | 0.7 | 14 | 0.6 | 4
33 | COc1ccc(NC(=O)C(=O)NCc2ccccn2)cc1OC | -0.1 | 8 | -0.9 | -5
34 | C[C@H](Nc1nc(-c2cccc(Br)c2)cnc1N)c1ccccc1 | 0.1 | 8 | 0.0 | 1
35 | Cc1cc(C(=O)N2CCOCC2)c2ccc(C)c(C)c2n1 | -0.1 | -6 | 0.0 | 1
36 | COc1cc(CNC(=O)CC[C@H]2CN(Cc3ccccc3)CC[C@H]2N(C)C)cc(OC)c1 | 0.0 | -6 | 1.1 | 2
37 | COc1ccccc1CNC(=O)COc1ccccc1Cl | 0.1 | 4 | 2.7 | -25
38 | Cc1cccc(NC(=O)CSc2nc3n[nH]c(C)c3c(=N)n2-c2ccc(Br)cc2)c1 | -0.4 | 3 | 5.8* | 3
39 | COc1cccc(NC(=O)CSc2ncnc3c2nnn3Cc2ccccc2F)c1 | 0.5 | -4 | 0.8 | 7
40 | CC1CCN(CC2CCN(C(=O)Nc3cccc(Br)c3)CC2)CC1 | 0.3 | 1 | 0.7 | 11

# Of the compounds above, these contain bromine.
item | structure | FBW7 act | MITF inh | GPR151 ag | TEAD-YAP inh
34 | C[C@H](Nc1nc(-c2cccc(Br)c2)cnc1N)c1ccccc1 | 0.1 | 8 | 0.0 | 1
38 | Cc1cccc(NC(=O)CSc2nc3n[nH]c(C)c3c(=N)n2-c2ccc(Br)cc2)c1 | -0.4 | 3 | 5.8* | 3
40 | CC1CCN(CC2CCN(C(=O)Nc3cccc(Br)c3)CC2)CC1 | 0.3 | 1 | 0.7 | 11

# Reprinted at random: 3 entries already listed
item | structure | FBW7 act | MITF inh | GPR151 ag | TEAD-YAP inh
34 | C[C@H](Nc1nc(-c2cccc(Br)c2)cnc1N)c1ccccc1 | 0.1 | 8 | 0.0 | 1
40 | CC1CCN(CC2CCN(C(=O)Nc3cccc(Br)c3)CC2)CC1 | 0.3 | 1 | 0.7 | 11
32 | Clc1ccc(-n2cc(-c3ccccc3)c3c(NCCC4=CCCCC4)ncnc32)cc1 | 0.7 | 14 | 0.6 | 4

# Remaining list, next part.
item | structure | FBW7 act | MITF inh | GPR151 ag | TEAD-YAP inh
41 | Cc1cc(C)n(NC(=O)c2ccc(Oc3ccccc3)cc2)c(=O)c1C#N | -0.1 | 18 | -0.6 | -1
42 | O=C(CC1C(=O)NCCN1Cc1cccs1)NCC1(c2ccccc2)CCCC1 (centres undefined) | -0.2 | 1 | 1.5 | 3
43 | COCCNS(=O)(=O)c1cc(N(C)S(=O)(=O)c2ccc(C)cc2)c(C)cc1C | 0.1 | -1 | 0.0 | -3
44 | COc1cc(/C=C(/C#N)c2nc(-c3cc4c(ccc5ccccc54)oc3=O)cs2)ccc1O | -0.1 | 3 | 0.1 | -1
45 | Cc1ccc(-c2nc(CSCC(=O)NCCCOC(C)C)c(C)o2)cc1 | -0.5 | 6 | 0.9 | 4
46 | CCOC(=O)N1CCN(S(=O)(=O)c2ccc(C(=O)Nc3sc4c(c3C(=O)OC)CC(C)(C)NC4(C)C)cc2)CC1 | -0.1 | 2 | 0.7 | 3
47 | O=c1cnnc(SCc2cccc3ccccc23)[nH]1 | 0.0 | 4 | 0.9 | -10
48 | O=S(=O)(c1ccc(NC(=S)N/N=C/c2cccc(F)c2)cc1)N1CCOCC1 | 0.0 | 0 | -0.5 | -2
49 | CCC(=O)c1ccc(OCC(O)CN(CCO)CCO)cc1 (centres undefined) | -0.1 | 14 | -0.6 | 4
50 | COc1ccc(CC(=O)N2C[C@@H](C(=O)O)[C@H](c3ccc(OC)cc3)C2)cc1 | 0.0 | 2 | -0.1 | 2
51 | O=C(Cc1ccccc1)Nc1cnn(-c2cccc(C(=O)NN3CCOCC3)c2)c1 | -0.1 | -5 | -0.4 | 6
52 | O=C(NCC(c1ccco1)N1CCOCC1)c1cccc([N+](=O)[O-])c1 (centres undefined) | -0.1 | -12 | 0.8 | -5
53 | O=C(Nc1cc2c(ccc3ccccc32)oc1=O)c1ccccc1 | 0.1 | -10 | 1.7 | 3
54 | Cc1cc(Cl)ccc1N(CC(=O)Nc1ccccc1)S(=O)(=O)c1ccccc1 | 0.2 | 11 | -1.1 | 6
55 | CN(c1ccc(Br)cc1)S(=O)(=O)c1ccc2c(c1)CCN2C(=O)C1CCC1 | -0.1 | -11 | 0.1 | -1
56 | OCCN1CCN(Cc2ccc3c(c2)CN(Cc2cc4ccccc4o2)CCO3)CC1 | 0.1 | 11 | 0.0 | -2
57 | COc1cccc2cc(-c3nc(-c4ccccn4)no3)c(=O)oc12 | -0.8 | 22 | -1.4 | 1
58 | COc1ccc(C(=O)/C=C/Nc2cc([N+](=O)[O-])ccc2C)cc1 | 0.8 | -26 | 0.8 | 0
59 | O=C(CN(c1cccc(Br)c1)S(=O)(=O)c1ccccc1)Nc1ccccc1 | 0.2 | -12 | -0.5 | -11
60 | N#C/C(=C\Nc1ccccc1F)c1nc(-c2cc3cc([N+](=O)[O-])ccc3oc2=O)cs1 | 0.2 | 2 | 11* | 0
61 | CCn1c(=O)c2c(nc(SCC(=O)Nc3cccc(Cl)c3C)n2C)n(C)c1=O | 0.0 | -7 | 0.3 | -1
62 | O=C(O)CCCCCNC(=O)c1ccc2c(c1)OCCO2 | -0.1 | 13 | -0.1 | 10
63 | O=c1cc(CSc2ccc(Cl)cc2)nc(Sc2c(-c3ccccc3)c3ccccc3[nH]c2=O)[nH]1 | 0.0 | -6 | -0.6 | 5
64 | COc1cccc(C2NC(=O)NC3=C2C(=O)N(CCN2CCCC2)C3)c1 (centres undefined) | -0.1 | 2 | 0.8 | 4
65 | O=C(NCCN1CCOCC1)c1ccccc1Cl | -0.2 | -2 | -0.3 | -3
66 | O=C(COc1ccccc1)Nc1scc(-c2ccccc2)c1C(=O)NCc1ccco1 | 0.0 | 0 | 2.5 | -3
67 | O=C(COc1ccccc1)NCc1c(-c2ccccc2)nc2n1CCS2 | 0.6 | 25 | -1.0 | 0
68 | CCC(=O)C1=C(c2ccc(Cl)cc2)N(C(=O)CC)n2c(CC)nnc2S1 | 0.6 | 14 | 1.1 | 7
69 | COC(=O)C(C)N1C(=O)S/C(=C/c2ccc(OC)c(OC)c2OC)C1=O (centres undefined) | 0.0 | 10 | -0.9 | -3
70 | O=C1OCC(CO)(CO)N=C1NNc1ccc(Cl)c(Cl)c1 | 0.7 | 8 | 1.8 | 14

# Records 1 to 4, reprinted for reference:
item | structure | FBW7 act | MITF inh | GPR151 ag | TEAD-YAP inh
1 | CN(C(=O)Cn1ncc2c(=O)oc3ccccc3c21)c1cccc(C(F)(F)F)c1 | 0.0 | 5 | 1.2 | 7
2 | CCC(C)n1c(=S)[nH]c2ccsc2c1=O (centres undefined) | 0.1 | 1 | -0.1 | 5
3 | COc1cc2[nH]c(=S)n(CCc3c[nH]c4ccccc34)c(=O)c2cc1OC | 0.0 | 0 | 0.1 | 26
4 | CCOC(=O)c1ccc(NCc2ccc([N+](=O)[O-])cc2)cc1 | -0.1 | -7 | -0.9 | -5

# More results
item | structure | FBW7 act | MITF inh | GPR151 ag | TEAD-YAP inh
71 | COc1ccc2cc(C(=O)N3CCc4c(nc(C)[nH]c4=O)C3)[nH]c2c1 | 0.0 | 15 | 2.5 | -2
72 | CCC(C)NC(=O)c1cnn2c(C)cc(C)nc12 (centres undefined) | -0.1 | -3 | 0.7 | 0
73 | CCOc1cccc2c1OC(c1ccccc1Cl)N1N=C(c3ccc(F)cc3)CC21 (centres undefined) | -0.2 | -1 | -0.9 | -11
74 | O=c1[nH]c2ccc([N+](=O)[O-])cc2c2ccccc12 | 0.5 | 11 | -1.6 | 5
75 | O=C(CN(Cc1ccc(Br)cc1)S(=O)(=O)c1ccccc1)NCCc1ccccc1 | 0.0 | 4 | -0.2 | -1
76 | COc1cccc(-c2nnc(SCC(=O)N3CCCCC3)o2)c1 | -0.1 | 6 | -4.0 | -18
77 | CCOP(=O)(OCC)C(Nc1ccc(C(=O)OC)cc1)c1ccc(OC)cc1OC (centres undefined) | 0.1 | 9 | 0.7 | -1
78 | Cc1ccc(OCC(=O)N/N=C\c2ccc(O)cc2)c([N+](=O)[O-])c1 | 0.1 | -13 | -1.5 | 1
79 | COc1ccc2nc(/C(C#N)=C\c3ccc(Cl)s3)[nH]c2c1 | 0.1 | 4 | 1.8 | -58
80 | CCN1CCN(C(=S)Nc2ccc(OC(F)F)cc2)CC1 | 0.5 | 9 | -3.2 | 10
81 | Cc1cc(N2CCN(C)CC2)n2cc(-c3ccc(F)cc3)nc2n1 | 0.1 | 8 | -0.6 | 5
82 | COc1ccc(N2CCN(C(=O)c3ccc(SCc4ccccc4C)c([N+](=O)[O-])c3)CC2)cc1 | 0.1 | 9 | -0.3 | 11

# A few values from the list:
# Reading of compound 76 under GPR151 ag: -4.0
# Reading of compound 80 under MITF inh: 9
# Reading of compound 72 under GPR151 ag: 0.7
